STAT1 inh: reduces IFN-gamma driven STAT1 reporter signal; AID 920; 0.35% of 200,000 active; NIH 3T3 STAT1-luciferase reporter, luminescence; inhibition, % at 5.5 µM;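 active = inhibition above a set limit, the mean inhibition across all tested compounds plus 3 SD, cut at about 34% in these data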;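 also: 0% = IFN-gamma with DMSO and 100% = IFN-gamma with 300 µM nifuroxazide; values of inactives mirror those of a sister screen read the other way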
STAT1 activator: activators of IFN-gamma induced STAT1 signaling | 2.6% of 200,000 active | NIH 3T3 STAT1-luciferase reporter, luminescence; 100% = IFN-gamma alone, no compound | AID 932 | activation (% of control), % at 5.5 µM;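 active = activation above the screen-wide mean activation plus 3 SD, cut at about 130% in these data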;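 also: raw ratio to IFN-gamma control signal so 100% means no change and 0% no light; values of inactives mirror those of a sister screen read the other way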
STAT3 inh: reduces IL-6 driven STAT3 reporter signal. U3A cells, IL-6 STAT3-luciferase reporter, luminescence; host cell line lacks STAT1. inhibition, % at 5.5 µM. 0.89% of 190,000 active;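 active = inhibition above the mean inhibition across all screened compounds plus 3 SD, cut at about 44% in these data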;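 also: 0% = DMSO only wells and 100% = 100 µM nifuroxazide control wells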
ROMK primary: modulators of human ROMK potassium channel; AID 1918; 2% of 130,000 active; B-score at 10 µM; Tet-inducible ROMK, thallium flux fluorescence; actives lie on both sides; P48048;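 active = signal ratio slope over the read window, or its plate-corrected B-score, at least 3 SD from the plate mean, either direction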;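 also: B-score of the F/F0 ratio slope over 7 to 12 s after thallium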
Target sequence (P48048 whole entry, looked up): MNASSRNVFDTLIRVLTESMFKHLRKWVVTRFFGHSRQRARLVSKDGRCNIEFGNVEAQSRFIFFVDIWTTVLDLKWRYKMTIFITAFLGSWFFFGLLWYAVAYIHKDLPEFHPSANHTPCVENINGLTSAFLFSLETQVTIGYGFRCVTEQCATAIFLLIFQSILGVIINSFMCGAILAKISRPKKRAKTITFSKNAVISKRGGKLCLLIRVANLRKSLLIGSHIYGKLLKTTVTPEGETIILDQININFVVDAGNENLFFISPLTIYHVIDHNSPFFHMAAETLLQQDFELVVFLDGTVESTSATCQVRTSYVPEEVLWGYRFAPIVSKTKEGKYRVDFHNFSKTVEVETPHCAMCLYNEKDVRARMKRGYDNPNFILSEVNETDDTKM
FLuc inhib CS: inhibits firefly luciferase, flagging false hits in luciferase inhibition screens; P08659; ATPLite firefly luciferase biochemical luminescence, 10 min; inhibition, % at 10 µM; 1.5% of 200,000 active;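 active = inhibition above about 50% when tested at 10 µM, limit read from the data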
STAT3 act: increases IL-6 driven STAT3 reporter signal. activation (% of control), % at 5.6 µM. U3A cells, IL-6 STAT3-luciferase reporter, luminescence; 100% = signal with IL-6 EC80 alone. 0.91% of 190,000 active;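 active = activation above the screen-wide mean of compound activation plus 3 SD, cut at about 130% in these data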;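 also: 0% = background luminescence of wells with medium and substrate only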
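system = STAT3-luciferase reporter U3A cells | reagent = IL-6 stimulus at 33 ng/mL final | timing = 1 h compound pre-exposure, 6 h IL-6 stimulation, 37 °C | measured by = luminescence | evaluation = % activation versus median of IL-6-stimulated wells | control set = IL-6-only wells as 100% reference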
NF-kB neuron act: NF-kB expression increase, human neuronal cells; 1.6% of 190,000 active; NF-kB reporter expression; hits give high values; fold change at 12.5 µM; AID 1239; in the data active = fold change above about 3.3
APP 5'UTR act: APP 5'UTR luciferase reporter activation. SH-SY5Y APP 5'UTR luciferase reporter, luminescence; zero percent = DMSO vehicle wells. activation, % at 2 µM. 1% of 190,000 active. AID 1276;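 active = activation above a set limit, based on mean plus 3 SD of controls, cut at about 140% in these data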; also: values of inactives mirror those of a sister screen read the other way
APP transl inh: APP translation inhibition; SH-SY5Y APP 5'UTR-luciferase reporter, luminescence; inhibition, % at 2 µM; 0.82% of 190,000 active; AID 1285;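 active = inhibition above a set limit, derived from the sample mean plus 3 SD, cut at about 45% in these data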; also: values of inactives mirror those of a sister screen read the other way
FLuc stim CS: affects firefly luciferase, flagging false hits in luciferase stimulation screens. P08659. AID 1027. activation factor at 10 µM. ATPlite luciferase biochemical, luminescence, 10 min; 0 = ATP-free wells, 1 = DMSO control. 200,000 tested, under 10 active;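 active = luciferase activation factor, scaled between plate controls, of at least 2 with compound at 10 µM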
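Assay system: Luciferase/luciferin detection reagent, cell-free biochemical luciferase assay / Also added: ATP substrate / Schedule: 10 min at ambient temperature / Measured by: luminescence measurement of luciferase light output / Benchmarks: low control with PBS replacing ATP, high control enzyme plus ATP without compound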
Starred values were filed as active, the others as inactive; nt = no result given.

SMILES	STAT1 inh	STAT1 activator	STAT3 inh	ROMK primary	FLuc inhib CS	STAT3 act	NF-kB neuron act	APP 5'UTR act	APP transl inh	FLuc stim CS
Cc1[nH][nH]c(=O)c1C(c1c(C)[nH][nH]c1=O)c1cn(Cc2ccc(F)cc2)c2ccccc12	-11	110	-11	-4.8*	-10	111	0.84	-15	15	1.1
CCCCCCCCNC(=O)/C(C#N)=C/c1ccc(SC)cc1	5	95	-1	-0.02	1	100	0.91	-1	2	1
CCCCn1c(SCC(=O)N(CC)C2CCS(=O)(=O)C2)nnc1C(CC)N(C)C (configuration not stated)	14	85	6	nt	-4	99	1.3	20	-20	1
CN=C(Nc1cc(C)nn1-c1ccccc1)c1ccccc1	-1	101	3	nt	-8	101	0.95	7	-7	1.1
CCCCn1c(SCC(=O)Nc2cc(C)on2)nnc1-c1ccco1	-2	102	1	3.2*	-10	97	1.1	-13	13	1.1
Cc1ccc(C(=O)CNc2ccc(C)c(Cl)c2)cc1	0	100	17	-0.077	-5	88	1.8	13	-13	1.1
CCOc1cc(/C=C2/C(=N)N3OC(C)=CC3=NC2=O)ccc1OC(=O)c1ccco1	-10	107	-6	nt	-4	110	1	6	-6	1
CCCCC(=O)Nc1sc(C(=O)N(CC)CC)c(C)c1C(=O)OC	0	99	2	1.7	-3	101	1.3	-19	19	1
CC(C(=O)OCC(=O)Nc1ccc(S(=O)(=O)N2CCCCC2)cc1)N1C(=O)c2ccccc2C1=O (configuration not stated)	7	93	6	-0.37	-5	100	0.84	-7	7	1.1
CCn1c(SCC(=O)c2ccc3ccccc3c2)nnc1-c1ccco1	-3	103	14	-0.027	-2	92	0.84	-16	16	1
COc1ccc2c(c1OC)C(=O)N(c1ccccc1)C2=O	-28	124	22	-0.19	10	83	1.4	19	-19	0.9
CC(C)C(=O)N1CCC(CN=Cc2c(O)n(C3CCCCC3)c(=O)n(C3CCCCC3)c2=O)CC1	-13	112	-8	-0.37	-5	111	0.84	-2	2	1
O=C(NNC(=O)C1CC(c2cccs2)=NO1)NC1CCCCC1 (configuration not stated)	7	92	4	0.043	-2	97	1.1	-15	15	1
Cn1c(Cn2c(=O)sc3ccccc32)nnc1SCC(=O)NCc1ccc2c(c1)OCO2	-4	104	-9	nt	-8	108	1.1	-10	10	1.1
O=C1N=C(N2CCCC2)S/C1=C\c1ccccc1	-3	103	12	nt	0	93	1.1	-3	3	1
COCCN1C(=O)c2ccccc2C(C(=O)NCc2ccco2)C1c1c[nH]c2ccccc12 (configuration not stated)	3	97	-2	nt	-1	103	1	-11	11	1
CC(=O)c1c(C)nc2sc3c(=N)n(N)cnc3c2c1-c1ccc(Cl)cc1	-9	108	-5	-0.11	3	104	1.1	-3	3	1
c1ccc(-c2ccnc3ncnn23)nc1	-8	105	10	0.45	-1	98	1.3	3	-3	1
CC(C)(C)C(=O)Nc1nc(C2CCCN2S(=O)(=O)c2ccc(Cl)cc2)cs1 (configuration not stated)	6	94	11	-2.1	-2	95	0.69	7	-7	1
CC(C)Oc1ccc(C(=O)O)c(C(=O)O)c1	-4	104	-2	nt	2	105	1.1	5	-5	1
COC(=O)c1ccccc1N(Cc1ccccc1)S(C)(=O)=O	-4	103	5	-0.36	-7	102	1.2	12	-12	1.1
COc1ccc(N2C(=O)C(Cl)=C(Nc3ccccc3O)C2=O)cc1	-5	104	2	0.38	-4	102	3.1	10	-10	1
CCOC(=O)CSc1nnc(CNC(=O)c2ccc(OC)cc2)n1Cc1ccccc1	3	97	6	-0.26	-9	97	1.2	-4	4	1.1
COc1ccc(C(=O)NNC(=O)c2ccc(S(=O)(=O)N3CCOCC3)cc2)cc1	2	97	2	1.2	-5	103	1.4	-1	1	1
CC(CCc1ccccc1)NC(=O)CCN1N=C(c2ccccc2)CCC1=O (configuration not stated)	-2	101	2	nt	-9	101	1.3	9	-9	1.1
c1csc(-c2csc(-c3cccs3)n2)c1	-31	128	-1	-0.2	5	105	2	53	-53	0.9
Cc1csc(OCC(=O)Nc2ccc(C)c(C)c2)n1	-9	108	-2	nt	-3	104	1.5	9	-9	1
NC(=O)c1ccc(C2SCC(=O)N2Cc2ccccc2)cc1 (configuration not stated)	5	96	6	-0.91	-4	97	0.91	4	-4	1
CCOC(=O)c1c(NC(=O)CSc2nc3ccccc3o2)sc(C(C)=O)c1C	5	95	0	-3.3*	-3	101	1.2	32	-32	1
O=C(NC1CCS(=O)(=O)C1)C1C2CC3CC(C2)CC1C3 (configuration not stated)	-6	105	2	0.081	-5	103	1.4	6	-6	1.1
CCCCOc1ccc(-c2nnn(CC(=O)NCCc3c[nH]c4ccccc34)n2)cc1	-10	109	2	nt	-3	103	0.83	12	-12	1
N#CC1=C(N)OC2=C(C(=O)CCC2)C1c1ccsc1 (configuration not stated)	1	100	6	0.47	-6	101	1.1	-9	9	1.1
O=c1cc(NS(=O)(=O)c2ccccc2)nc(SCc2ccc(Cl)cc2)[nH]1	1	99	14	nt	3	89	1	8	-8	1
O=C(CCCc1cccs1)Nc1nc(-c2ccc(F)cc2)cs1	5	96	2	0.46	-5	97	1.1	10	-10	1
NC(=O)C1=C[C@H](c2ccc(C(F)(F)F)cc2)C[C@H](OCc2ccc(CO)cc2)O1	8	94	nt	nt	-5	nt	1.1	18	-18	1.1
CCCCS(=O)CC(O)COCC (configuration not stated)	1	99	2	nt	2	101	1	10	-10	1
O=C(CCC(=O)N/N=C/c1ccccc1O)NCc1ccccc1	8	92	0	nt	-9	103	0.79	-8	8	1.1
CCC(C)(C)NC(=O)C(c1ccccc1)N(Cc1cccnc1)C(=O)c1csnn1 (configuration not stated)	0	100	0	0.026	-5	102	1.2	-8	8	1.1
O=C1CC(=Nc2ccccc2)NN1c1ccccc1	-2	101	9	nt	-11	94	1.1	-13	13	1.1
CC1=C(C(=O)OCc2ccccc2)C(c2ccc(C#N)cc2)NC(=O)N1CCCC(=O)O (configuration not stated)	8	93	-8	0.58	-9	105	0.99	-15	15	1.1
O=C(Cn1nnc(-c2ccccc2Cl)n1)N/N=C/c1ccc(-c2cccc(Cl)c2)o1	-4	103	12	-0.38	-7	93	0.99	7	-7	1.1
Cc1cc(C)nc(N/C(=N\S(=O)(=O)Cc2ccccc2)Nc2ccc(F)c(Cl)c2)n1	-3	105	-7	-0.59	-9	104	0.81	-2	2	1.1
CCCNC(=O)CN(C)C(=O)c1n[nH]c2ccccc12	2	98	1	nt	-2	106	1.2	-9	9	1
O=C(NC(=S)Nc1cc([N+](=O)[O-])ccc1O)c1cccnc1	-11	110	-3	0.19	7	108	1.6	4	-4	0.9
CCCn1nc(C(=O)NCc2ccc3c(c2)OCO3)c2ccccc2c1=O	11	91	7	0.043	-8	99	0.91	-22	22	1.1
C=CCNc1nc(NCc2ccco2)nc(OCC)n1	-3	103	-4	-0.77	-6	107	0.92	1	-1	1.1
CCN(CC)c1ccc2cc(C(C)=O)c(=O)oc2c1	-1	101	-8	nt	6	109	1.6	17	-17	0.9
CN1CCN(C(=S)c2cn(Cc3ccc(Br)cc3)c3ccccc23)CC1	13	87	13	-0.15	-1	92	0.94	10	-10	1
CC(C)N1CCc2c(sc(NC(=O)CN3C(=O)c4ccccc4C3=O)c2C(N)=O)C1	-1	102	11	0.22	-6	98	0.88	10	-10	1.1
CCCS(=O)(=O)N1CCC(C(=O)c2cccc(C(F)(F)F)c2)CC1	-2	102	2	0.6	3	101	1.1	14	-14	1
COc1cccc2c1OCC(CN1CCN(Cc3ccccc3)C(CCO)C1)=C2 (configuration not stated)	1	98	3	-0.29	-9	101	0.95	20	-20	1.1
C1CCCN(c2nc3nonc3nc2N2CCCCCC2)CC1	4	96	8	-0.29	0	98	1	18	-18	1
Cc1[nH]c2ccccc2c1/C=N/NS(=O)(=O)c1ccccc1	-1	101	-10	0.088	-7	109	0.83	14	-14	1.1
CCn1cc([C@@H]2C[C@H]3CN(Cc4cccc(Cl)c4)C(=O)[C@]34CCCN24)c(C)n1	5	96	3	-0.12	-3	102	1.1	0	0	1
O=C(CSc1nc2ccccc2[nH]1)NCCN1CCCCC1	4	96	9	nt	-11	100	1.2	5	-5	1.1
COc1cc(/C=C(/C#N)c2nc3ccccc3c(=O)[nH]2)ccc1O	1	99	9	0.67	29	95	1.3	-3	3	0.7
Cc1cccc(Cn2ccc(NC(=O)c3ccc4c(c3)OCO4)n2)c1	-3	102	13	nt	19	91	1.7	0	0	0.8
CC(C)(C)NC(=O)C1CCN(S(=O)(=O)c2ccc(Br)cc2)CC1	0	100	5	0.46	-7	99	0.98	7	-7	1.1
